# Pf growth 96h: Primary qHTS for delayed death inhibitors of the malarial parasite plastid, 96 hour incubation | P. falciparum luciferase reporter growth, 96 h | Potency, µM (highest dose often 28.7 µM), without a hit: at the top dose activity change, negative = inhibition, hits mostly inhibitors | AID 504834, 2011 | hit rate 6.9% among 320,000; also: potency is read from the fitted curve at half-maximal effect; % is scaled to controls: 0 for no effect and ±100 for the full control effect
#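 Delayed-death screen, second-generation endpoint: infected erythrocytes, 2% hematocrit, 0.05% parasitemia final; 96 hours at 37 C, 5% CO2; luciferase detection reagent; luminescence decrease equals reduced growth.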
# LmPK inhibitor: qHTS Assay for Inhibitors of Leishmania Mexicana Pyruvate Kinase (LmPK) | purified LmPK, Kinase-Glo ATP luminescence, 1 h | Potency, µM (series often up to 57.5 µM), for inactives: at the highest dose activity change, negative = inhibition, actives largely listed as inhibitors | hit rate 0.37% among 290,000 | AID 1721, 2009; also: potency is read from the fitted curve at half-maximal effect; % is scaled to controls: 0 for no effect and ±100 for the full control effect
# Target sequence (Q27686 whole entry, looked up): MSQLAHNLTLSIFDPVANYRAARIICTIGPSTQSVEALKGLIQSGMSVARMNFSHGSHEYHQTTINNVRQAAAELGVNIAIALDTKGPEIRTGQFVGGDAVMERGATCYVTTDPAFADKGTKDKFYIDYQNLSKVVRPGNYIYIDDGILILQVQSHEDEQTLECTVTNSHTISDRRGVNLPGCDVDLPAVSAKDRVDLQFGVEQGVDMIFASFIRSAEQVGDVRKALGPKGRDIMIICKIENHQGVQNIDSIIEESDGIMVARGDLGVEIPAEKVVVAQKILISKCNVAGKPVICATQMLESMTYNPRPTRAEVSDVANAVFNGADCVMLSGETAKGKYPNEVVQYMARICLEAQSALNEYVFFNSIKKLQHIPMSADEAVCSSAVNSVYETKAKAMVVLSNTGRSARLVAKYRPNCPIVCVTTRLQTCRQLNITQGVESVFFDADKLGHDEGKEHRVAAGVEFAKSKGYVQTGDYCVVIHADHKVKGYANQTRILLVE
#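 In 50 mM imidazole pH 7.2 with 7 mM MgCl2, LmPK (0.1 nM) turned over PEP (0.5 mM) and ADP (0.1 mM) for 1 h at room temperature. Luciferase read-out of ATP.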
# Pf growth 48h: Primary qHTS for delayed death inhibitors of the malarial parasite plastid, 48 hour incubation | P. falciparum luciferase growth in erythrocytes, 48 h | Potency, µM (series often up to 28.7 µM), inactives show top-dose activity change, negative = inhibition, actives largely listed as inhibitors | hit rate 5.9% among 310,000 | AID 504832, 2011; also: potency is read from the fitted curve at half-maximal effect; % is scaled to controls: 0 for no effect and ±100 for the full control effect
#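 Growth was read as firefly luciferase luminescence after a 48 h, 37 C, 5% CO2 exposure of compounds to reporter-bearing P. falciparum cultures (0.1% parasitemia, 2% hematocrit final) in Albumax-supplemented RPMI 1640.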
# Cycloheximide cs: Cycloheximide Counterscreen for Small Molecule Inhibitors of Shiga Toxin; cell reporter, cycloheximide protein synthesis inhibition counterscreen; max response, %; hit rate 12% among 300,000; in the data active = max response mostly above about 13%, no sharp cut-off; inactive = mostly below about 14%; also: read at 38.3 µM for the half of the compounds with a filed dose; 0% is about no effect
# AmpC inh no detg: qHTS Inhibitors of AmpC Beta-Lactamase (assay without detergent) | P00811 | AmpC nitrocefin hydrolysis, absorbance 480 nm, 0.0001% Triton | Potency, µM (doses to about 57.1 µM), for the others: top-dose activity change, negative = inhibition, hits mostly inhibitors | hit rate 0.52% among 330,000 | AID 485341, 2010;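 also: potency is read from the fitted curve at half-maximal effect; plate controls were no compound for no effect and no enzyme for full effect; nearly all actives have a fitted effect of over 20% in size; some results filed as inactive show a strong effect at the top dose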
# Target sequence (P00811 whole entry, looked up): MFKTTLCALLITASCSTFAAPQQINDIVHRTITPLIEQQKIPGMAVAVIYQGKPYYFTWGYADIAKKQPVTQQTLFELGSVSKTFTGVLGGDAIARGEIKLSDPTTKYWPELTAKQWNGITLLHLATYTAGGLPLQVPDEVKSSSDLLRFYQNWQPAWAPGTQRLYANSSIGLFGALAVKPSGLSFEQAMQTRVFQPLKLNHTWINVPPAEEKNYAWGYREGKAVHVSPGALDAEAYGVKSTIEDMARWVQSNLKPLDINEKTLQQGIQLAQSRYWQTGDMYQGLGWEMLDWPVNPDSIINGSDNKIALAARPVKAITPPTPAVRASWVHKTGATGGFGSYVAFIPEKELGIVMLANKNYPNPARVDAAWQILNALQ
#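 AmpC (5.3 nM in the dispensed reagent) in 20 mM phosphate pH 7.0 with 0.01% (detergent screen) or 0.0001% Triton X-100 was preincubated with compounds for 15 min at room temperature. Nitrocefin was then added from an 800 uM solution, and hydrolysis was followed at 480 nm.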
# Tb PYK inh: qHTS of Trypanosoma Brucei Inhibitors. pyruvate kinase (Trypanosoma brucei), Q57TT1. hit rate 0.12% among 410,000. Potency, µM (doses to about 76.8 µM), inactives show at the highest dose activity, negative = inhibition, usual class: inhibitors. TbPYK enzyme, Kinase-Glo Plus ATP luminescence, 45 min; also: potency is read from the fitted curve at half-maximal effect; % is scaled to controls: 0 for no effect and ±100 for the full control effect; nearly all actives have a fitted effect of over 50% in size
#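 ADP (130 uM final) triggers the TbPYK reaction after compound addition; incubation is 45 min at room temperature. Kinase-Glo Plus is then added and luminescence imaged. Normalized data are fitted to concentration-effect curves.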
# Shiga toxin inh: A qHTS for Small Molecule Inhibitors of Shiga Toxin. Vero cells, Shiga toxin protein synthesis inhibition reporter. inhibition, % at 38.7 µM. hit rate 9.2% among 290,000. AID 2315, 2010; in the data active = inhibition mostly above about 28%, no sharp cut-off; inactive = mostly below about 43%; also: 0% is about no effect
# The depositor's hits bear a star; ? = inconclusive; . = no result given; [ ] = dose if it differs, or a comment. Unless noted, calls follow the shape of the dose curve; as a rule, active = well fitted curve in the direction sought with a large enough effect; inconclusive = small, poorly fitted or top-dose-only effect, or another doubt; inactive = no such curve, though single readings can be large; an effect the other way counts as inactive or inconclusive.
SMILES,Pf growth 96h,LmPK inhibitor,Pf growth 48h,Cycloheximide cs,AmpC inh no detg,Tb PYK inh,Shiga toxin inh
Cc1ccc(S(=O)(=O)NCCC(=O)Nc2ccc(C)c(Cl)c2)cc1C,-22%,3%,11%,-4,-2%,8%,-2
COC(=O)CSc1nnc(-c2ccccc2OC)n1-c1ccc(C)cc1,.,4%,17%,-2,0%,-8%,5
O=C(CCOc1ccccc1)N1CCN(S(=O)(=O)c2ccccc2F)CC1,?,.,-25%,.,0%,-8%,.
CC(C)c1csc(CN2CCCC(CNC(=O)c3cccc4ccccc34)C2)n1 (stereo not given),?,-4%,?,-2,66%[activator],-2%,-4
COc1ccccc1OCc1nnc(SCC(=O)N2CCCC2)o1,0%,-2%,39%[activator],-1,-17%,0%,36
CCC1Oc2ccc(C)cc2N(CC(=O)NCCN2CCOCC2)C1=O (stereo not given),-13%,1%,18%,-3,58%,3%,-6
Nn1c(SCC(=O)Nc2cc(S(=O)(=O)N3CCOCC3)ccc2Cl)nnc1-c1cccnc1,?,-1%,6%,-1,21%,-9%,15
CC(C)OCCCNC(=O)C1CCC(CNS(=O)(=O)c2ccccc2)CC1 (stereo not given),.,8%,-7%,-3,38%,-6%,13
CCC1(CC)C(=O)N(C)C(=O)NC1=Nc1ccc(OC)cc1,.,11%,-4%,6,-6%,-7%,-16
Cc1ccc(S(=O)(=O)Nc2ccccc2F)cc1C(=O)N1CCN(c2ccccc2O)CC1,-3%,.,?,.,-16%,0%,.
O=C(O)c1cccc(S(=O)(=O)NCc2cccs2)c1,3%,1%,16%,-2,-5%,3%,2
Cc1ccc(/C=N/n2cnc3sc(-c4ccccc4)cc3c2=O)o1,85%[activator],1%,.,24*,-24%,-1%,47*
CCOc1ccc(OCc2ccc(C(=O)Nc3ccc(Cl)cn3)o2)cc1,-5%,2%,-12%,15,?,2%,34*
Cn1c(CCN2CCCCC2)nc2cc(NC(=O)COc3ccc(Cl)cc3)ccc21,?,-3%,?,-5,46%,0%,3
O=C(c1cn(Cc2ccccc2)c2ccccc12)N1CCCCC1,7%,4%,?,1,33%,1%,-4
NC(=S)c1cc2cc(Br)ccc2oc1=O,21%,-1%,-6%,5,-16%,-6%,11
CSc1ccc(Cl)c(C(=O)NCCCn2ccnc2)c1,18%,-3%,-2%,2,0%,-6%,-7
O=C(C1=C(O)C(=O)N(CCN2CCOCC2)C1c1cccc(Br)c1)c1cccs1 (stereo not given),-12%,5%,?,3,174%[activator],-17%,-15
CC(=O)Nc1nc2c(s1)C(=O)NCCC2,78%[activator],0%,15%,0,3%,-5%,-11
CN(C(=O)c1ccc(NC(=O)Cc2cccc(NC(=O)C3CCN(C(=O)c4ccccc4)CC3)c2)cc1)C1CCCC1,?,.,?,.,111%[activator],-5%,.

# Part of the list above with just Tb PYK inh.
SMILES | Tb PYK inh
COC(=O)CSc1nnc(-c2ccccc2OC)n1-c1ccc(C)cc1 | -8%
O=C(CCOc1ccccc1)N1CCN(S(=O)(=O)c2ccccc2F)CC1 | -8%

# (continued)
SMILES,Pf growth 96h,LmPK inhibitor,Pf growth 48h,Cycloheximide cs,AmpC inh no detg,Tb PYK inh,Shiga toxin inh
Oc1ccc2nc(Cc3ccccc3)[nH]c2c1,?,-2%,3%,21*,-17%,0%,55
COc1ccc(S(=O)(=O)N2CCC(C)CC2)cc1OC,-24%,-6%,-16%,1,-9%,13%,.
CCOC(=O)C1C(=O)NCC2CCCC21 (stereo not given),.,3%,4%,-2,-21%,-12%,-8
CC1(C)CC(=O)C(C(c2ccco2)C2C(=O)CC(C)(C)CC2=O)C(=O)C1,100%[activator],0%,-6%,9,-14%,?,-9
COC(=O)Nc1nn(-c2ccc(C)cc2)c(=O)c(C#N)c1C,-18%,9%,-6%,9,-11%,-2%,-7
O=C(CN(c1ccccc1)S(=O)(=O)c1ccccc1)N1CCN(Cc2ccc3c(c2)OCO3)CC1,5%,6%,?,-1,204%[activator],0%,-5
N=c1c2c(ncn1CCN1CCOCC1)Oc1ccc3ccccc3c1C2c1ccccc1 (stereo not given),4.7µM*,0%,.,-3,147%[activator],.,-8
O=C(NCCCN1CCOCC1)c1ccc2c(=O)n(-c3ccc(F)c(Cl)c3)c(=S)[nH]c2c1,9%,-1%,?,-8,55%,-10%,-10
O=C(NCC1COc2ccccc2O1)C1CCCN(S(=O)(=O)c2cnc[nH]2)C1 (stereo not given),160%[activator],3%,-5%,-1,-15%,0%,9
COCCn1c(Cc2ccccc2)nnc1SCC(=O)N1CCCC1=O,?,.,-22%,.,-8%,-24%,.
COC(=O)c1ccc(NC(=O)CSc2nnc(CNc3ccc(OC)cc3)n2C)cc1,-7%,2%,?,15*,-16%,3%,24
OCC1(CO)COC(/C=C/c2ccccc2)=N1,?,-1%,-27%,-3,-1%,-3%,-2
CCn1c(SCc2cc(=O)[nH]c3ccccc23)nnc1C1CC1,-15%,-2%,12%,-1,-7%,-9%,-8
CCCCC1CCC(C(=O)Nc2ccc(N3CCOCC3)cc2N2CCOCC2)CC1 (stereo not given),?,.,?,.,1%,1%,.
Cn1c(Sc2ccccc2Cl)c(C=O)c2ccccc21,?,0%,?,-2,-45%,4%,17
Cc1ccc(/C=N/NC(=O)c2nnn(-c3nonc3N)c2-c2cccs2)cc1,?,1%,-11%,3,-41%,-14%,18
CC(C)c1ccc(C2NCc3ccccc3-n3cccc32)cc1 (stereo not given),3%,-4%,?,-1,-12%,1%,-1
CCCS(=O)(=O)NCc1cn2c(C)csc2n1,97%[activator],-6%,99%[activator],32*,-3%,-11%,49*
O=C(OC(C(=O)Nc1ccc(Cl)cc1C(F)(F)F)c1ccccc1)C1=COCCO1 (stereo not given),?,0%,-3%,-4,51%,-3%,-5
CSc1ccc(C2Nc3cccc4cccc(c34)N2)cc1,?,23%,?,11,60%,-12%,.
CCc1nnc(NC(=O)CSc2nnc(COc3ccccc3)n2Cc2ccccc2)s1,?,3%,9%,9,-7%,6%,-2
CCn1c(CNC(=O)c2ccc(Cl)cc2)nnc1SCC(=O)N1CCOCC1,-9%,-8%,7%,1,-3%,7%,-16
NC(=O)Oc1ccc(Cc2ccccc2)cc1,-18%,.,-2%,.,.,2%,.
O=[N+]([O-])c1ccc(O)c(-c2nn[nH]n2)c1,.,-13%,21%,37*,-13%,?,53*
Cn1nnc(NC(=O)c2ccco2)n1,34%[activator],0%,-5%,-3,-8%,6%,-5
COc1ccccc1Nc1nc(N)nc(CSC(=S)N2CC(C)CC(C)C2)n1 (stereo not given),10µM*,2%,?,10,0%,-1%,18
O=C(CSc1nc2c(c(=O)n1-c1ccc(Cl)cc1)SCC2)Nc1ccc2c(c1)OCCO2,8%,3%,?,-3,-14%,2%,-6
COc1ccccc1C(=O)O/N=C(\N)c1ccccc1Cl,5%,-3%,192%[activator],55*,-19%,-1%,119*
O=C1C2C3CCC(C3)C2C(=O)N1Cc1ccccc1 (stereo not given),?,0%,18%,5,-12%,3%,-38
O=c1c2c(-c3ccccc3)csc2nc2c3ccccc3c(NCCN3CCOCC3)nn12,1.2µM*,?,3.3µM*,-8,84%[activator][11.4 µM],-18%,-28
Cc1ccccc1CSCC(=O)NC(=O)NC(C)(C)C,10µM*,1%,?,10,-27%,4%,11
Cc1cc(NC(=O)CSc2nc3ccccc3[nH]2)no1,7%,-1%,9%,1,18%,2%,-12
Cc1ccc(Cn2ccc(NC(=O)c3c(-c4ccccc4Cl)noc3C)n2)cc1,?,1%,-29%,7,29%,-8%,-14
COCc1cc(C)nc(SCC(=O)Nc2ccccc2N2CCOCC2)c1C#N,?,0%,?,1,80%[activator],0%,-10
CCOc1ccc(OCCn2c(SCC(=O)O)nc3ccccc32)cc1,-32%,-3%,9%,-2,-22%,-18%,-2
Cc1ccc(NC(=O)Nc2nnc(-c3ccccc3)o2)cc1,48%[activator],1%,56%[activator],51*,-13%,-3%,77*
CC(=O)c1ccccc1OCCOc1ncnc2sccc12,?,10%,?,16*,-14%,-7%,36*
Cc1nc2nc(C)c(CCC(=O)N3CCN(c4ccccc4)CC3)c(C)n2n1,?,3%,.,5,-15%,-1%,21
S=C(NCCCn1ccnc1)NC1CCCCC1,-18%,-2%,-3%,-6,-22%,6%,-11
COc1ccc(-c2cnc3c(-c4ccc(F)cc4)cnn3c2N)cc1,257%[activator],13%,194%[activator],51*,-1%,0%,121*

# Complete entries from above. Values in the order: Pf growth 96h | LmPK inhibitor | Pf growth 48h | Cycloheximide cs | AmpC inh no detg | Tb PYK inh | Shiga toxin inh
# Results for Cn1c(Sc2ccccc2Cl)c(C=O)c2ccccc21 = ? | 0% | ? | -2 | -45% | 4% | 17
# Results for COc1ccccc1OCc1nnc(SCC(=O)N2CCCC2)o1 = 0% | -2% | 39%[activator] | -1 | -17% | 0% | 36

# The list continues.
SMILES,Pf growth 96h,LmPK inhibitor,Pf growth 48h,Cycloheximide cs,AmpC inh no detg,Tb PYK inh,Shiga toxin inh
Cc1cc(NC2CCCCC2)nc2ccccc12,37%[activator],-5%,?,7,-27%,-4%,34
O=C(COc1ccc(-c2nnco2)cc1)Nc1c(Cl)cccc1C(F)(F)F,2%,.,4%,.,-19%,-4%,.
Cc1cc(C)n(C/C=C/Cn2nc(C)cc2C)n1,.,-12%,9%,-3,-8%,4%,7
O=S1(=O)N=C2CCCCCN2C(c2ccc(Br)cc2)N1 (stereo not given),?,6%,0%,8,-10%,-2%,24
COCCN(C(=O)CCC(=O)Nc1nccs1)C(C(=O)NCCC(C)C)c1ccc(OC)cc1 (stereo not given),11%,3%,?,12,56%,-2%,10
O=C(NCCCc1ccccc1)c1ccc(Br)o1,.,-4%,5%,31*,-7%,-16%,53

# By substructure: the compounds so far with a thiophene ring, fused or not.
SMILES,Pf growth 96h,LmPK inhibitor,Pf growth 48h,Cycloheximide cs,AmpC inh no detg,Tb PYK inh,Shiga toxin inh
O=C(O)c1cccc(S(=O)(=O)NCc2cccs2)c1,3%,1%,16%,-2,-5%,3%,2
Cc1ccc(/C=N/n2cnc3sc(-c4ccccc4)cc3c2=O)o1,85%[activator],1%,.,24*,-24%,-1%,47*
O=C(C1=C(O)C(=O)N(CCN2CCOCC2)C1c1cccc(Br)c1)c1cccs1 (stereo not given),-12%,5%,?,3,174%[activator],-17%,-15
Cc1ccc(/C=N/NC(=O)c2nnn(-c3nonc3N)c2-c2cccs2)cc1,?,1%,-11%,3,-41%,-14%,18
O=c1c2c(-c3ccccc3)csc2nc2c3ccccc3c(NCCN3CCOCC3)nn12,1.2µM*,?,3.3µM*,-8,84%[activator][11.4 µM],-18%,-28
CC(=O)c1ccccc1OCCOc1ncnc2sccc12,?,10%,?,16*,-14%,-7%,36*
